Compound activity (PubChem)
SIRT5 inh: inhibitors of human sirtuin-5 desuccinylase. Purified SirT5, succinyl-peptide AMC, trypsin-coupled fluorescence. inhibition, % at 15 µM. AID 652115. Q9NXA8. hit rate 1.1% among 330,000; in the data active = inhibition above about 15%; inconclusive = no clear call, values can overlap the other calls
Target sequence (Q9NXA8 whole entry, looked up): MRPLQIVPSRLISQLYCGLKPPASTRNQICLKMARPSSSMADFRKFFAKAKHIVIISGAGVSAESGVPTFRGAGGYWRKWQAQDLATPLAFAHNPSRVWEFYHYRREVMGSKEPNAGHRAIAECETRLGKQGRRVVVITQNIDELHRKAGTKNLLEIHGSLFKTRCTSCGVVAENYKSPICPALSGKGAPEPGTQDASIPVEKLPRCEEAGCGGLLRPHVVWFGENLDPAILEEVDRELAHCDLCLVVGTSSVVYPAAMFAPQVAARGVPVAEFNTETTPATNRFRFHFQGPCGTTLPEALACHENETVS
CASP6 VEID inh: blocks human caspase-6 cleavage activity. P55212. purified caspase-6, Z-VEID-R110 cleavage fluorescence. inhibition, % at 12.5 µM. hit rate 0.53% among 350,000;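 active = mean inhibition across replicates at least about 35%, with every replicate also reaching that limit, limit read from the data; inconclusive = only one of the two criteria met; inactive = neither criterion met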;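 note: 0% = median of neutral control wells and 100% = no fluorescence left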
Target sequence (P55212 24-179 limits assumed): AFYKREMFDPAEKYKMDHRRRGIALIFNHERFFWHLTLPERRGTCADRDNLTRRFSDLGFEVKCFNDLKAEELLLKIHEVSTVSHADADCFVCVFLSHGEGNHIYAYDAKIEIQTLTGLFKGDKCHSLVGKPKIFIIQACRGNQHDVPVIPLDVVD
Target sequence (P55212 194-293 limits assumed): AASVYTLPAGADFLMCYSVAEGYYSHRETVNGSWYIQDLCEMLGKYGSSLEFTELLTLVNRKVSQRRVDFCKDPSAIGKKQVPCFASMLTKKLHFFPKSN
FN deposition inh: fibronectin deposition inhibition; inhibition, % at 12.6 µM; AH1F fibroblasts, Alexa488-fibronectin deposition fluorescence, overnight; hit rate 0.086% among 350,000;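 active = mean inhibition across replicates of 30% or more, regardless of how many single replicates reach that level; inconclusive = mean under 30% yet at least half of replicates reach 30%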;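 note: positive control wells lacked labelled fibronectin entirely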
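Schedule: 1 h cell adhesion before compound, then overnight fibronectin incubation; test system: AH1F fibroblast monolayer depositing Alexa488-labelled fibronectin into matrix; quantity: 10000 AH1F cells per well; probe or stimulus: fluorescent fibronectin at 24 nM final; signal: fluorescence, ex 485 nm, em 525 nm; evaluation: percent inhibition as loss of matrix-bound fibronectin fluorescence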
esBAF inh: blocks esBAF chromatin remodeling in mouse ES cells | Bmi1-luciferase knock-in reporter, 24 h; 100% = twice the neutral-well signal | reporter increase, % at 12.5 µM | hit rate 2% among 350,000 | AID 602393; in the data active = activation above about 40%; inconclusive = no clear call, values can overlap the other calls;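 note: 0% = median of the plate's neutral control wells and 100% = double that signal; a rise in the Bmi1 reporter signal indicates esBAF inhibition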
LGR2 antag: inhibitors of bursicon-induced Drosophila LGR2 receptor cAMP signaling; HEK293 LGR2, CRE-luciferase, bursicon-stimulated, 4 h; inhibition, % at 9.99 µM; hit rate 0.35% among 380,000; AID 720647;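 active = drop in luminescence signal, shown as inhibition above about 50% in the replicate tests, limit read from the data, passing the limit was not always enough; inconclusive = probably only some replicates passing the limit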;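 note: agonist challenge used bursicon conditioned medium at about half maximal strength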
C2C12 statin: suppression of simvastatin myotoxicity. C2C12 myotubes + simvastatin, ATP luminescence, 48 h; scaled: DMSO 0, geranylgeraniol control 100. rescue of ATP level, % at 7.49 µM. hit rate 0.78% among 330,000;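 active = mean ATP rescue above about 67%, or every replicate alone reaching that limit, limit read from the data, passing the limit was not always enough; inconclusive = no clear call, values can overlap the other calls; inactive = mean under the limit and some replicate under it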;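 note: myotubes were challenged with 10 µM simvastatin during compound exposure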
S100A4 inh HTS: blocks human S100A4 binding to myosin IIA peptide; inhibition, % at 10.7 µM; S100A4/TAMRA-MyoIIA peptide fluorescence polarization; AID 652163; hit rate 0.14% among 360,000; P26447;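 active = mean inhibition of at least 70% across replicates, with every replicate also reaching that level; inconclusive = mean inhibition reaches 70% but some replicates fall short; inactive = mean inhibition below 70%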
Target sequence (P26447 whole entry, looked up): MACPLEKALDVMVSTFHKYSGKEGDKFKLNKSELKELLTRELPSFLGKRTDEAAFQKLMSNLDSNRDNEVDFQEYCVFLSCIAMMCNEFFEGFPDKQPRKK
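Material: S100A4 monomer protein / Buffer or medium: 50 mM HEPES pH 7.2, 10 mM CaCl2, 100 mM KCl / Times: 5 min incubation before reading / Benchmarks: neutral control DMSO, positive control TFP / Reagent: labelled myosin peptide probe, 5 nM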
* hit, by the source's call; ? = inconclusive; nt = no result given; & = joins results of further samples. Some of the compounds tested; count on the stated rates, not on these rows.

cpd	mol	SIRT5 inh	CASP6 VEID inh	FN deposition inh	esBAF inh
1	O=S(=O)(c1ccc(Cl)cc1)N1CCN(Cc2ccc(O)c3ncccc23)CC1	-5	-3	10	nt
2	O=C(NCC[C@H]1CC[C@H](NS(=O)(=O)Cc2ccccc2)[C@@H](CO)O1)C1CCCC1	15	-2	-5	-3
3	Cc1cc(NS(=O)(=O)c2cn(C)nc2C)no1	5	-1	-9	nt
4	CSc1nc(SCC(=O)NCc2ccco2)c2c3c(sc2n1)CN(C)CC3	1	15	nt	-6
5	CC1CN(CCn2cnc3c(N)ncnc32)CC(C)O1 (stereo not drawn)	-6	-1	4	nt
6	O=C(Nc1cccc(OC(F)(F)F)c1)C1Cc2c(-c3ccccc3Oc3ccccc3)ccnc2O1 (stereo not drawn)	-2	4	nt	6
7	COC(=O)c1ccc(C)c(NC(=O)CSc2sc3c(O)cc(=O)[nH]c3c2C#N)c1	19*	54*	-1	0
8	O=C(O)CCCc1ccc2ccc3cccc4ccc1c2c34	0	6	6	-2
9	CC(=O)c1cccc(S(=O)(=O)N2CCC(C(=O)O)CC2)c1	nt	6	-5	nt
10	COc1ccc(S(=O)(=O)N(C)C[C@@H]2Oc3c(NC(=O)Nc4c(C)noc4C)cccc3C(=O)N([C@H](C)CO)C[C@H]2C)cc1	nt	nt	-10	4

cpd	LGR2 antag	C2C12 statin	S100A4 inh HTS
1	6	nt	-4
2	4	1	-2
3	-5	nt	-6
4	nt	3	4
5	-11	nt	5
6	49	-10	1
7	-13	29	-6
8	2	1	1
9	3	nt	7
10	-12	nt	nt

Next part.
cpd	mol	SIRT5 inh	CASP6 VEID inh	FN deposition inh	esBAF inh
11	O=C1CN(C(=O)COc2ccccc2Cl)c2ccccc2N1	-5	3	-1	-5
12	COc1ccc2c3c(n(C)c2c1)[C@@H](CO)N(C(=O)c1ccccn1)CC31CN(C(=O)Cc2ccccc2)C1	0	1	-2	nt
13	COCCNC(=O)C(c1ccccc1)N(C(=O)Cn1nnc2ccccc21)c1cccnc1 (stereo not drawn)	nt	nt	-15	0
14	CS(=O)(=O)N1CCCC(C(=O)Nc2ccc(F)cc2)C1 (stereo not drawn)	-1	1	4	0
15	CN1CCN(NC(=O)c2ccc(S(=O)(=O)N3CC4(C)CC3CC(C)(C)C4)cc2)CC1 (stereo not drawn)	-6	-15	0	nt
16	COc1ccc(OC)c(C(O)c2ncc(-c3cccc4ccccc34)[nH]2)c1 (stereo not drawn)	nt	-5	5	0
17	CCOCCCNc1nc(-c2ccccc2)nc2ccccc12	1	0	5	-7
18	CC1CN(C(=O)CCC(=O)NCCCN2C(C)CCCC2C)c2ccccc2O1 (stereo not drawn)	-16	-8	9	-1
19	CCOC(=O)C1CCN(c2ncnc3cc(OC)c(OC)cc23)CC1	-1	0	-2	nt
20	CC1CCCCC1NC(=O)CSc1nnc(-c2ccncc2)n1CCCN(C)C (stereo not drawn)	-6	-6	-8	-8

cpd	LGR2 antag	C2C12 statin	S100A4 inh HTS
11	0	6	1
12	6	nt	10
13	nt	-4	nt
14	-4	-3	-5
15	4	nt	-5
16	nt	3	1
17	nt	-56	1
18	-3	2	-3
19	0	nt	4
20	3	-23	-1

Laid out differently: 10 of the compounds above.
#	compound	SIRT5 inh	CASP6 VEID inh	FN deposition inh	esBAF inh	LGR2 antag	C2C12 statin	S100A4 inh HTS
11	O=C1CN(C(=O)COc2ccccc2Cl)c2ccccc2N1	-5	3	-1	-5	0	6	1
12	COc1ccc2c3c(n(C)c2c1)[C@@H](CO)N(C(=O)c1ccccn1)CC31CN(C(=O)Cc2ccccc2)C1	0	1	-2	nt	6	nt	10
13	COCCNC(=O)C(c1ccccc1)N(C(=O)Cn1nnc2ccccc21)c1cccnc1 (stereo not drawn)	nt	nt	-15	0	nt	-4	nt
14	CS(=O)(=O)N1CCCC(C(=O)Nc2ccc(F)cc2)C1 (stereo not drawn)	-1	1	4	0	-4	-3	-5
15	CN1CCN(NC(=O)c2ccc(S(=O)(=O)N3CC4(C)CC3CC(C)(C)C4)cc2)CC1 (stereo not drawn)	-6	-15	0	nt	4	nt	-5
16	COc1ccc(OC)c(C(O)c2ncc(-c3cccc4ccccc34)[nH]2)c1 (stereo not drawn)	nt	-5	5	0	nt	3	1
17	CCOCCCNc1nc(-c2ccccc2)nc2ccccc12	1	0	5	-7	nt	-56	1
18	CC1CN(C(=O)CCC(=O)NCCCN2C(C)CCCC2C)c2ccccc2O1 (stereo not drawn)	-16	-8	9	-1	-3	2	-3
19	CCOC(=O)C1CCN(c2ncnc3cc(OC)c(OC)cc23)CC1	-1	0	-2	nt	0	nt	4
20	CC1CCCCC1NC(=O)CSc1nnc(-c2ccncc2)n1CCCN(C)C (stereo not drawn)	-6	-6	-8	-8	3	-23	-1

Additional entries
cpd	mol	SIRT5 inh	CASP6 VEID inh	FN deposition inh	esBAF inh
21	COc1ccc(-c2oc3ccc(-c4cc(OC)c(OC)c(OC)c4)cc3c2-c2ccc(OC)nc2)cc1	nt	nt	-4	-7
22	O=C(N/N=C/c1ccco1)c1cc2ccccc2o1	6	1	5	37
23	CN(CCCC(=O)NCc1ccccc1)S(=O)(=O)c1ccc([N+](=O)[O-])cc1	-1	1	2	-6
24	COc1ccc2c(C=Nc3c(C)n(C)n(-c4ccccc4)c3=O)c(O)n(Cc3ccco3)c(=O)c2c1	nt	nt	6	-7&10
25	COc1ccc(N(CC(=O)N/N=C/c2cc(OC)ccc2OC)S(=O)(=O)c2ccccc2)cc1	-3	-2	5	8
26	COCCN1C[C@@H](CO)O[C@@H](n2cnc3c(NCCO)ncnc32)C1	nt	8	4	-2
27	NS(=O)(=O)c1ccc(CCNC(=O)CCC(=O)c2cccs2)cc1	2	2	-3	-8
28	O=C(C1=C(O)C(=O)N(CC2CCCO2)C1c1cccc(O)c1)c1ccco1 (stereo not drawn)	2	8	3	-3
29	Cc1ccc(NC(=O)NCCCN2CCCC2=O)cc1Cl	5	-1	-5	nt
30	COc1ccc(NC(=O)CC2C(=O)N(C)C(=S)N2Cc2cccs2)cc1 (stereo not drawn)	0	0	6	nt

cpd	LGR2 antag	C2C12 statin	S100A4 inh HTS
21	2	-4	6
22	-29	-13	1
23	4	14	-1
24	nt	-7&-1	nt
25	3	3	-5
26	-1	8	-1
27	-6	5	3
28	3	4	2
29	-4	nt	1
30	38	nt	-3

(continued)
cpd	mol	SIRT5 inh	CASP6 VEID inh	FN deposition inh	esBAF inh
31	CS(=O)(=O)c1ccc(Cl)c(NC(=O)c2cc(=O)[nH]c3ccc(S(=O)(=O)N4CCOCC4)cc23)c1	-1	1	-7	0
32	COc1ccc(/C=N/Nc2nc(N3CCCC3)nc(N3CCCC3)n2)cc1O	nt	nt	9	-2
33	CN(C)CCn1c(NCc2ccc3c(c2)OCO3)nc2ccccc21	31*	-2	-3	-4
34	CCC(CC)NC(=O)COC(=O)CCC(=O)c1ccc(Cl)cc1	-5	-1	-3	nt
35	C[C@@H]1CN([C@@H](C)CO)C(=O)c2cccc(NC(=O)Nc3ccc(F)cc3)c2O[C@H]1CN(C)CC1CCCCC1	3	-4	-7	1
36	C/C=C/c1ccc2c(c1)O[C@@H](CN(C)Cc1ccccc1F)[C@H](C)CN([C@H](C)CO)S2(=O)=O	?	1	nt	-2
37	Nc1ccc(S(=O)(=O)N2CCOCCOCCOCCOCCOCC2)cc1	-1	-3	-2	-9
38	COC(=O)c1sc(NC(=O)COc2c(C)cccc2C)nc1C	-3	-2	-4	nt
39	Cc1ccccc1NS(=O)(=O)c1ccc(C(=O)NCC(c2ccco2)N(C)C)cc1 (stereo not drawn)	2	2	0	-5
40	COc1cc(C(C)=O)ccc1OCC(=O)NCC(c1ccc(F)cc1)N1CCOCC1 (stereo not drawn)	-1	-1	0	5

cpd	LGR2 antag	C2C12 statin	S100A4 inh HTS
31	4	-1	0
32	nt	3	nt
33	8	0	4
34	14	nt	2
35	-5	38	-21
36	-10	nt	5
37	11	-16	-1
38	-6	nt	4
39	13	2	-16
40	1	10	-7

Following part.
cpd	mol	SIRT5 inh	CASP6 VEID inh	FN deposition inh	esBAF inh
41	O=C(C1CCC1)N1CC(=O)N2[C@@H](CO)[C@@H](c3ccc(C#CCc4ccccc4)cc3)[C@@H]2C1	1	2	-8	nt
42	COc1ccc(S(=O)(=O)N(C)C[C@@H]2Oc3ccc(NC(=O)Nc4ccc5c(c4)OCO5)cc3C(=O)N([C@@H](C)CO)C[C@H]2C)cc1	9	1	7	-5
43	CC(C)n1c(=O)c2ccccc2n1S(C)(=O)=O	-2	0	10	nt
44	CN1CCN(C(=O)C[C@H]2C[C@@H]3c4cc(NC(=O)C5CCC5)ccc4O[C@@H]3[C@@H](CO)O2)CC1	-5	-2	nt	1
45	Cc1ccc(S(=O)(=O)N[C@@H]2CC[C@H](CCNC(=O)C3CCOCC3)O[C@H]2CO)cc1	1	-2	-6	6
46	CCCC#Cc1ccc2c(c1)O[C@H](CN(C)CC1CCOCC1)[C@H](C)CN([C@@H](C)CO)S2(=O)=O	7	-3	nt	4
47	C[C@@H]1CN([C@@H](C)CO)C(=O)c2cccc(NC(=O)c3ccc(-c4nccs4)cc3)c2O[C@H]1CN(C)Cc1ccncc1	0	2	nt	5
48	Cc1cccc(C(=O)N2CCN(c3ccc(N4CCOCC4)nn3)CC2)c1	-4	-2	-3	7
49	COc1ccc(CCn2cnc3c([nH]c4ccccc43)c2=O)cc1	-2	0	6	nt
50	CCOC(=O)C(Cc1ccccc1)C1(C)Oc2ccccc2O1 (stereo not drawn)	nt	-3	-7	nt

cpd	LGR2 antag	C2C12 statin	S100A4 inh HTS
41	1	nt	2
42	11	nt	-7
43	-14	nt	-1
44	8	6	10
45	6	-19	3
46	-13	-8	3
47	-15	6	4
48	-1	5	2
49	-10	nt	3
50	-12	nt	-3

(cont.)
cpd	mol	SIRT5 inh	CASP6 VEID inh	FN deposition inh	esBAF inh
51	CCOC(=O)N1CCC(Nc2c(NCCN3CCN(Cc4ccccc4)CC3)c(=O)c2=O)CC1	-2	-11	nt	-7
52	Cn1c(SCC(=O)N/N=C/c2ccccn2)nnc1-c1ccccc1	-2	-1	-1	6
53	CC(C)NC(=O)N1CC(=O)N2[C@H](CO)[C@H](c3ccc(C#CCN(C)C)cc3)[C@@H]2C1	2	-18	nt	nt
54	O=C(NC(=S)Nc1ccc(N2CCOCC2)cc1)c1cccc(Cl)c1Cl	-4	0	nt	0
55	COc1ccc(C(=O)NCCS(=O)(=O)N2CCOCC2)cc1	3	-1	0	-3
56	C[C@H](CO)N1C[C@H](C)[C@H](CN(C)C)Oc2ccc(NS(=O)(=O)c3cn(C)cn3)cc2C1=O	-2	-1	nt	0
57	Cc1cc(OCCCC(=O)NC2=NCCS2)ccc1Cl	nt	nt	-5	-4
58	CCc1cc(-c2n[nH]c(CCC(=O)O)c2-c2nc3ccccc3n2C)c(O)cc1O	9	8	7	-1
59	CCC(=O)Nc1ccc2c(c1)C(=O)N(C)C[C@H](OC)[C@@H](C)CN(C(=O)COC)[C@H](C)CO2	nt	-2	2	3

cpd	LGR2 antag	C2C12 statin	S100A4 inh HTS
51	nt	-13	0
52	-1	5	3
53	8	nt	15
54	3	-18	-1
55	-12	-3	-1
56	nt	-6	19
57	nt	-8	nt
58	6	-13	5
59	11	6	-26
